Bioassay records: PubChem, Broad Institute
TcdB inh = TcdB glycohydrolase inhibitors, primary screen, biochemical, single point, plate reader | Toxin B (Clostridioides difficile), P18177 | TcdB glycohydrolase enzymatic assay | inhibition, % at 9.99 µM | actives 0.24% (n = 350,000); in the data active = inhibition above about 10%
* = called active by the depositor.

SMILES | TcdB inh
CCS(=O)(=O)Nc1ccc2c(c1)C(=O)N(C)[C@H]1CC[C@H](CC(=O)NCc3ccc(OC)cc3)O[C@@H]1CO2 | 0.4
COCC#Cc1ccc2c(c1)O[C@H](CN(C)C(=O)C1CCC1)[C@@H](C)CN([C@H](C)CO)S2(=O)=O | 0.1
CN(C)C(=O)c1ccc(-c2ccc(C3[C@@H]4CN(C(=O)Nc5ccccc5)C[C@H]3N4)cc2)cc1 (some centres undefined) | 0.9
CC=Cc1ccc2n(c1=O)C[C@H]1[C@H](CO)[C@@H](C(=O)Nc3ccc(-c4ccccc4)cc3)N(C(=O)CC)[C@@H]21 (mixture of isomers) | -4.7
C[C@@H]1CN([C@@H](C)CO)S(=O)(=O)c2ccc(C3=CCCCC3)cc2O[C@H]1CN(C)Cc1cccc(C(=O)O)c1 | -0.7
N#C[C@H]1[C@@H](c2ccccc2-c2ccccc2F)[C@@H](CO)N1C(=O)Cc1ccccc1 | 0.7
O=C(C1CCC1)N1CC[C@@H]2[C@H]1c1cc(Br)ccc1N[C@@H]2CO | 0.5
COc1ccc(CN(C)C[C@@H]2Oc3ccc(NS(C)(=O)=O)cc3C(=O)N([C@H](C)CO)C[C@H]2C)cc1 | -0.6
COc1cccc(-c2cnc3c(c2)C(=O)N([C@@H](C)CO)C[C@@H](C)[C@H](CN(C)Cc2ccncc2)O3)c1 | 0.2
CN(C)C(=O)C[C@H]1CC[C@H]2[C@H](COc3ccc(NC(=O)c4ccc(F)cc4)cc3C(=O)N2C)O1 | -0.2
COc1ccc2c3c(n(C)c2c1)[C@H](CO)N(C(=O)Nc1ccccc1F)CC31CCN(C)CC1 | 1.7
C[C@@H]1CN([C@H](C)CO)C(=O)c2cc(-c3cccnc3)cnc2O[C@H]1CN(C)C(=O)c1cccc(F)c1 | -1.2
O=C(c1ccccc1)N1C[C@@H]2[C@H](c3ccccc31)[C@@H](CO)N2Cc1ccccc1F | -0.5
N#Cc1cccc(-c2ccc([C@H]3[C@@H](CO)N4CCCCN(C(=O)Cc5ccccc5)C[C@@H]34)cc2)c1 | -0.4
COC(=O)C[C@@H]1C=C[C@H](NC(=O)Nc2ccc(C(F)(F)F)cc2)[C@H](CO)O1 | -0.9
CO[C@@H]1CN(C)C(=O)c2ccc(NC(=O)c3cnccn3)cc2OC[C@@H](C)N(C(C)=O)C[C@H]1C | 0.7
C[C@H]1CCCCO[C@@H](CN(C)Cc2ccncc2)[C@@H](C)CN([C@@H](C)CO)C(=O)c2cc(NC(=O)Cc3ccccc3)ccc2O1 | 0.2
COc1ccc(NC(=O)N(C)C[C@@H]2Oc3ncc(C#C[C@@H](C)O)cc3C(=O)N([C@@H](C)CO)C[C@H]2C)cc1 | -1.4
O=S(=O)(NC1CCN(Cc2ccc(OCCO)cc2)CC1)c1cccc2cccnc12 | -1.7
Cc1ccc(S(=O)(=O)N[C@@H]2CC[C@@H](CC(=O)NCc3ccncn3)O[C@H]2CO)cc1 | -0.4
C[C@H]1CCCCO[C@H](CN(C)Cc2ccc(C(=O)O)cc2)[C@@H](C)CN([C@@H](C)CO)C(=O)c2cc(NS(=O)(=O)c3cccs3)ccc2O1 | 0.1
CCCNC(=O)N(C)C[C@H]1Oc2ncc(C#CC3CC3)cc2C(=O)N([C@@H](C)CO)C[C@H]1C | -0.3
C[C@H](CO)N1C[C@H](C)[C@H](CN(C)C(=O)Nc2cccc3ccccc23)Oc2c(NC(=O)c3ccncc3)cccc2C1=O | 0.3
COc1ccccc1CN1[C@@H](CO)[C@@H]2c3ccccc3N(C(=O)c3cccnc3)C[C@@H]21 | 0.2
O=C(C[C@@H]1CC[C@@H]2[C@H](COC[C@H](O)CN2Cc2ccccc2F)O1)NCc1ccccc1F | -2.6
More structures follow.
SMILES | TcdB inh
O=C(Cc1cccnc1)N1CC(=O)N2[C@H](C1)[C@H](c1ccc(C#CC3CC3)cc1)[C@@H]2CO | 0.2
C[C@H](CO)N1C[C@H](C)[C@@H](CN(C)CC2CC2)Oc2ccc(NC(=O)Nc3ccc(C(F)(F)F)cc3)cc2CC1=O | -0.4
C[C@H]1CN([C@@H](C)CO)C(=O)c2cc(NC(=O)Nc3ccccc3)ccc2O[C@@H]1CN(C)C(=O)Nc1cccc2ccccc12 | -0.5
CC(C)NC(=O)N(C)C[C@H]1OCCCC[C@H](C)Oc2ccc(NS(=O)(=O)c3cccs3)cc2C(=O)N([C@H](C)CO)C[C@@H]1C | 1.3
NCC[C@H]1CC[C@@H](NS(=O)(=O)c2ccc(Cl)cc2)[C@H](CO)O1 | -1.1
COc1ccc(C#Cc2ccc3c(c2)O[C@@H](CN(C)C)[C@H](C)CN([C@@H](C)CO)S3(=O)=O)cc1 | -0.9
C[C@@H]1CCCCO[C@@H](CN(C)C(=O)C2CCCCC2)[C@H](C)CN([C@H](C)CO)C(=O)c2cc(NS(=O)(=O)c3ccc(F)cc3)ccc2O1 | -0.3
CCCNC(=O)N1CC2(C1)[C@@H](c1ccccc1)[C@@H](CO)N2Cc1ccc(Cl)cc1 | -1.0
C[C@@H]1CN([C@H](C)CO)C(=O)c2cccc(NC(=O)c3ccc(-c4nccs4)cc3)c2O[C@@H]1CN(C)C(=O)Nc1ccc(C(F)(F)F)cc1 | 0.4
CC(=O)N1[C@@H]2Cn3c(ccc(-c4cccnc4)c3=O)[C@H]1[C@@H](C(=O)NC1Cc3ccccc3C1)[C@@H]2CO | 0.4
COc1ccccc1S(=O)(=O)N[C@@H]1C=C[C@H](CC(=O)N2CCOCC2)O[C@H]1CO | -8.0
C[C@H](CO)N1C[C@H](C)[C@@H](CN(C)C(=O)Nc2ccccc2)Oc2ncc(C3=CCCCC3)cc2C1=O | -6.4
CCCC#Cc1cnc2c(c1)C(=O)N([C@H](C)CO)C[C@H](C)[C@@H](CN(C)C(=O)Nc1cc(F)ccc1F)O2 | -1.3
O=C(Cc1ccccn1)N[C@H]1CC[C@@H](CCn2cc(-c3ccc(F)cc3)nn2)O[C@H]1CO | -0.2
CO[C@@H]1CN(C)C(=O)c2cc(NC(=O)NC3CCCC3)ccc2OC[C@H](C)N(CC2CC2)C[C@@H]1C | -2.4
COc1cccc(C#Cc2cnc3c(c2)C(=O)N([C@H](C)CO)C[C@@H](C)[C@H](CN(C)C(=O)C2CCCCC2)O3)c1 | 1.2
CCC(=O)N1C[C@H]2[C@@H](c3ccccc31)[C@H](CO)N2Cc1cc(F)ccc1F | -1.3
COCC(=O)N(C)C[C@@H]1Oc2cc(-c3ccc(C#N)cc3)ccc2S(=O)(=O)N([C@@H](C)CO)C[C@@H]1C | -1.2
Cc1ccccc1S(=O)(=O)N1CC(=O)N2[C@H](CO)[C@H](c3ccc(C#CCN(C)C)cc3)[C@H]2C1 | 0.8
COCC(=O)N(C)C[C@@H]1Oc2cc(C#CCN(C)C)ccc2S(=O)(=O)N([C@H](C)CO)C[C@H]1C | 0.4
O=C(C[C@H]1CC[C@H](NS(=O)(=O)c2ccc(F)cc2)[C@@H](CO)O1)NCc1ccccc1F | 0.0
C[C@@H]1CN([C@@H](C)CO)S(=O)(=O)c2ccc(C#Cc3ccccc3F)cc2O[C@H]1CN(C)CC1CC1 | -1.0
COc1ccc(S(=O)(=O)N[C@@H]2CC[C@@H](CC(=O)N3CCN(c4ccccc4)CC3)O[C@@H]2CO)cc1 | -0.2
CCC(=O)N(C)C[C@@H]1Oc2ncc(-c3cccc(OC)c3)cc2C(=O)N([C@@H](C)CO)C[C@@H]1C | -0.7
CO[C@@H]1CN(C)C(=O)c2cc(C#N)ccc2OC[C@H]2O[C@H](CC[C@H]2OC)CCN(C)C(=O)[C@H]1C | -1.5

2 neighbouring compounds from above:
SMILES | TcdB inh
CCC(=O)N(C)C[C@@H]1Oc2ncc(-c3cccc(OC)c3)cc2C(=O)N([C@@H](C)CO)C[C@@H]1C | -0.7
CO[C@@H]1CN(C)C(=O)c2cc(C#N)ccc2OC[C@H]2O[C@H](CC[C@H]2OC)CCN(C)C(=O)[C@H]1C | -1.5

Remaining list, next part:
SMILES | TcdB inh
CN1[C@@H]2c3ccc(-c4cccnc4)c(=O)n3C[C@H]1[C@H](CO)[C@H]2C(=O)N1CCC(Cc2ccccc2)CC1 | -0.2
C[C@H](CO)N1C[C@H](C)[C@H](CN(C)S(=O)(=O)c2ccc(F)cc2)Oc2ccc(NS(=O)(=O)c3ccc(Cl)cc3)cc2CC1=O | -0.2
COc1ccc(NC(=O)N(C)C[C@H]2Oc3cc(-c4cccc(C(=O)N(C)C)c4)ccc3S(=O)(=O)N([C@@H](C)CO)C[C@@H]2C)cc1 | 0.9
C[C@@H]1CN([C@H](C)CO)C(=O)c2cccc(NC(=O)Nc3ccc(C(F)(F)F)cc3)c2O[C@@H]1CN(C)C(=O)Nc1ccc(C(F)(F)F)cc1 | -0.5
CCC(=O)N1C[C@H](O)COC[C@@H]2O[C@H](CC(=O)NCc3ccc(Oc4ccccc4)cc3)CC[C@H]21 | 0.7
CN1C(=O)c2cc(NS(=O)(=O)c3ccc(Cl)cc3)ccc2OC[C@@H]2O[C@H](CC(=O)O)CC[C@H]21 | 1.0
O=C(C[C@H]1CC[C@@H](NC(=O)C2CCC2)[C@H](CO)O1)NCc1ccccc1Cl | -0.7
C[C@@H]1CN([C@@H](C)CO)C(=O)c2cc(-c3ccncc3)cnc2O[C@@H]1CN(C)S(=O)(=O)c1ccccc1 | -1.2
C[C@H]1CN([C@@H](C)CO)C(=O)c2cccc(NC(=O)NC3CCCCC3)c2O[C@H]1CN(C)S(=O)(=O)c1cccs1 | 1.2
COc1cccc(C#Cc2cnc3c(c2)C(=O)N([C@@H](C)CO)C[C@H](C)[C@@H](CN(C)C(=O)C2CC2)O3)c1 | -0.3
Cc1cc(C(=O)Nc2cccc3c2O[C@@H](CN(C)S(=O)(=O)c2cn(C)cn2)[C@H](C)CN([C@H](C)CO)C3=O)n(C)n1 | 0.1
C[C@@H]1CCCCO[C@H](CN(C)S(=O)(=O)c2ccccc2)[C@@H](C)CN([C@H](C)CO)C(=O)c2cc(NC(=O)Nc3ccc(F)cc3)ccc2O1 | 0.1
Cc1ccc(S(=O)(=O)Nc2ccc3c(c2)C(=O)N([C@H](C)CO)C[C@@H](C)[C@H](CN(C)S(=O)(=O)c2ccccc2)OCCCC[C@H](C)O3)cc1 | 0.3
C/C=C/c1cnc2c(c1)C(=O)N([C@@H](C)CO)C[C@@H](C)[C@@H](CN(C)C(=O)NC1CCCCC1)O2 | -3.1
C[C@H](CO)N1C[C@H](C)[C@H](CN(C)Cc2ccc3c(c2)OCCO3)OCc2cn(nn2)CCCC1=O | -1.1
CCCC(=O)Nc1ccc2c(c1)C(=O)N(C)C[C@H](OC)[C@@H](C)CN[C@@H](C)CO2 | 1.1
CC(C)NC(=O)Nc1ccc2c(c1)CC(=O)N([C@@H](C)CO)C[C@H](C)[C@@H](CN(C)Cc1ccccc1)O2 | -1.0
COc1ccc(NC(=O)Nc2ccc3c(c2)C(=O)N([C@@H](C)CO)C[C@@H](C)[C@H](CN(C)S(=O)(=O)c2cccs2)OCCCC[C@H](C)O3)cc1 | 1.0
C[C@@H](NC(=O)C[C@@H]1C=C[C@@H](NC(=O)C2CC2)[C@H](CO)O1)c1ccccc1 | -2.1
C[C@@H]1CN([C@@H](C)CO)C(=O)c2cc(NS(=O)(=O)c3cn(C)cn3)ccc2O[C@H]1CN(C)CC1CCCCC1 | 6.3
Cc1ccccc1CN(C)C[C@H]1OCc2cn(nn2)CCCC(=O)N([C@H](C)CO)C[C@H]1C | -0.8
COc1ccc2c3c(n(C)c2c1)[C@@H](CO)N(Cc1ccc2c(c1)OCO2)CC31CN(C(=O)c2ccc3c(c2)OCO3)C1 | 0.1
C[C@@H]1CN([C@H](C)CO)C(=O)c2cc(NC(=O)C3CCCCC3)ccc2O[C@@H](C)CCCCO[C@@H]1CN(C)C(=O)CCC(F)(F)F | 0.3
Cc1noc(C)c1NC(=O)Nc1ccc2c(c1)C(=O)N([C@H](C)CO)C[C@H](C)[C@H](CN(C)Cc1ccc(Cl)c(Cl)c1)OCCCC[C@@H](C)O2 | -1.2
O=S(=O)(N[C@H]1CC[C@H](CCn2cc(C3CC3)nn2)O[C@H]1CO)c1ccc(Cl)cc1 | 1.6
C[C@@H]1CN([C@H](C)CO)C(=O)c2cccc(NC(=O)c3cnccn3)c2O[C@H]1CN(C)Cc1ccccc1 | -1.1
OC[C@@H]1Nc2ccc(-c3ccccc3)cc2[C@H]2[C@@H]1CCN2Cc1ccc(F)cc1 | -8.6
C[C@@H]1CN([C@H](C)CO)C(=O)c2cccc(NS(=O)(=O)c3ccccc3)c2O[C@H]1CN(C)Cc1ccncc1 | 0.0
COC(=O)[C@@H]1[C@@H](CO)[C@@H]2Cn3c(ccc(/C=C/c4ccccc4)c3=O)[C@H]1N2C(=O)C1CC1 | -0.6
COc1ccc(C#Cc2cnc3c(c2)C(=O)N([C@@H](C)CO)C[C@@H](C)[C@H](CN(C)CC2CCCC2)O3)cc1 | -0.4

Filtered by structure, the compounds so far containing a cyano group.
SMILES | TcdB inh
N#C[C@H]1[C@@H](c2ccccc2-c2ccccc2F)[C@@H](CO)N1C(=O)Cc1ccccc1 | 0.7
N#Cc1cccc(-c2ccc([C@H]3[C@@H](CO)N4CCCCN(C(=O)Cc5ccccc5)C[C@@H]34)cc2)c1 | -0.4
COCC(=O)N(C)C[C@@H]1Oc2cc(-c3ccc(C#N)cc3)ccc2S(=O)(=O)N([C@@H](C)CO)C[C@@H]1C | -1.2
CO[C@@H]1CN(C)C(=O)c2cc(C#N)ccc2OC[C@H]2O[C@H](CC[C@H]2OC)CCN(C)C(=O)[C@H]1C | -1.5

Three entries out of the list, sorted by heavy-atom count, falling.
SMILES | TcdB inh
C[C@@H]1CCCCO[C@H](CN(C)S(=O)(=O)c2ccccc2)[C@@H](C)CN([C@H](C)CO)C(=O)c2cc(NC(=O)Nc3ccc(F)cc3)ccc2O1 | 0.1
Cc1cc(C(=O)Nc2cccc3c2O[C@@H](CN(C)S(=O)(=O)c2cn(C)cn2)[C@H](C)CN([C@H](C)CO)C3=O)n(C)n1 | 0.1
O=S(=O)(N[C@H]1CC[C@H](CCn2cc(C3CC3)nn2)O[C@H]1CO)c1ccc(Cl)cc1 | 1.6

These rows are one share of the data (hit frequency here may not be typical).
